# Source: PubChem
# UHRF1 MBD2 ctr: UHRF1 methylated DNA binding inhibitors, primary screen, counter-screen for MBD2 inhibitor project, biochemical, TR-FRET, human UHRF1, single concentration; UHRF1 binding to methylated oligo; hit rate 0.75% among 370,000; E3 ubiquitin-protein ligase UHRF1 (Homo sapiens), Q96T88; inhibition, % at 4.4 µM; in the data active means inhibition above about 21%;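 further: UHRF1 SRA domain binding a hemimethylated CpG hairpin DNA probe; 0% = median of test compound wells and 100% = reference inhibitor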
# Target sequence (Q96T88 whole entry, looked up, the tested form may be a part): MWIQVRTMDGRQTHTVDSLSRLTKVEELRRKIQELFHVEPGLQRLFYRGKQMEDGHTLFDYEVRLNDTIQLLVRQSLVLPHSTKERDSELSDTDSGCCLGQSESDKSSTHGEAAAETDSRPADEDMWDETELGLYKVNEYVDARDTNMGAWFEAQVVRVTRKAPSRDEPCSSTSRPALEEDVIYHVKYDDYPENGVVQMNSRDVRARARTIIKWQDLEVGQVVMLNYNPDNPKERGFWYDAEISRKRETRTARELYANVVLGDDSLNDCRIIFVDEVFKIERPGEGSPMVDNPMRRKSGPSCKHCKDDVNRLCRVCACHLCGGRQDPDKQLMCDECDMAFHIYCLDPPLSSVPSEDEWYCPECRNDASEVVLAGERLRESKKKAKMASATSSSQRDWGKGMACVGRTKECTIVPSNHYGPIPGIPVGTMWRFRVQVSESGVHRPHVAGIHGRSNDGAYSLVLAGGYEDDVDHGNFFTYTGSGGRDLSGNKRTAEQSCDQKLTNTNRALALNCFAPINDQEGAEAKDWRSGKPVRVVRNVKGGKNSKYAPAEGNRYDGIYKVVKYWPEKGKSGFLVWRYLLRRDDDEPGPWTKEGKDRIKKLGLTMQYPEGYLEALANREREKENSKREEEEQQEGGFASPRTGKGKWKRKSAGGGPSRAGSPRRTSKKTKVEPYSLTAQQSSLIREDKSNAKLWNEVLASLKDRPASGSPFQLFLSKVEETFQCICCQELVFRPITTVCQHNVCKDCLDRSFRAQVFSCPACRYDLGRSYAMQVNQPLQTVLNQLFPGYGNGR
# Rev-erbA mod: modulators of Rev-erb alpha DNA binding, primary screen, biochemical, FITC-DNA, fluorescence polarization, uHTS; Nuclear receptor subfamily 1 group D member 1 (Homo sapiens), P20393; Rev-erbα–FITC-DNA binding, 90 min; activity, % at 10 µM; hit rate 0.79% among 370,000; AID 1259318, 2017;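 active means activity above about 14%, limit read from the data; passing the limit was not always enough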;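 further: 0% = DMSO wells with 35 nM protein and 100% = DMSO wells with 750 nM protein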
# LEDGF integ inh: blockers of LEDGF/p75-dependent integrase strand transfer – biochemical, TR-FRET, high throughput, primary screen; hit rate 0.64% among 370,000; inhibition, % at 3.7 µM; TR-FRET IN-LEDGF/p75 DNA integration, Eu/Cy5;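 active means inhibition above the screen-wide mean plus 3 SD, cut at about 13% in these data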;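 further: signal is the Cy5 over europium emission ratio at 671 and 618 nm; 0% = plate median of compound wells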
# PRMT1 inh: PRMT1 methyltransferase inhibitors, primary screen, biochemical, fluorescence polarization. recombinant PRMT1, activity-based probe fluorescence polarization. inhibition, % at 2.79 µM. hit rate 1.3% among 370,000;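 active means inhibition above about 21% made by adding two undisclosed values, limit read from the data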
# rCAG binder: binders of r(CAG) RNA repeats, primary screen, biochemical, fluorescence. hit rate 1.3% among 370,000. r(CAG) RNA repeat, TO-PRO-1 dye displacement fluorescence. AID 651821, 2012. inhibition, % at 3 µM;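 active means inhibition above the plate cutoff, the mean of all test compounds on that plate plus 3 SD, cut at about 35% in these data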;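 further: 0% = DMSO alone and 100% = 100 µM mitoxantrone as full dye displacement; higher means more dye released from RNA so lower well fluorescence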
# PG9 Ab binder: binders of HIV-1 gp120 antibody PG9, primary screen, biochemical, TR-FRET; HIV-1 gp120 / PG9 antibody interaction; TR-FRET gp120-PG9 antibody binding; inhibition, % at 6.7 µM; hit rate 0.43% among 360,000; AID 624416, 2012; in the data active means inhibition above about 8.5%
# mABHD4 FP: ABHD4 inhibitors, primary screen, biochemical, fluorescence polarization, mouse; (Lyso)-N-acylphosphatidylethanolamine lipase (Mus musculus), Q8VD66; purified mABHD4, FP-Rh probe fluorescence polarization; inhibition, % at 8.92 µM; hit rate 0.54% among 370,000; AID 720543, 2013;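 active means inhibition exceeding the mean over every tested compound plus 3 SD, cut at about 30% in these data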;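 further: 0% = plate median of compound wells and 100% = S159A mutant with DMSO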
#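 Assay system: mouse ABHD4 enzyme, wild type / Also added: fluorescent activity-based probe FP-Rh / Doses: single nominal dose of 8.92 µM, 0.89% DMSO final / Timing: 45 min compound pre-incubation plus 60 min probe step, 25 °C / Signal: FP readout, ex 525 nm / em 598 nm / Control set: S159A mutant/DMSO as 100%, compound-well median as 0%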
# TCR CD3 inh: inhibitors of human TCR-CD3 interaction, primary screen, biochemical, fluorescence, TAMRA-labeled TCR probe. inhibition, % at 9.4 µM. hit rate 0.37% among 360,000; in the data active means inhibition above about 19%;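 further: recombinant mutant TCR 2C K166C tagged with TAMRA read by polarization; 0% = receptor in buffer alone and 100% = receptor with positive control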
# HTRA1 inhibitor: HTRA1 serine protease inhibitors, primary screen, biochemical, fluorescence polarization, HTS; hit rate 0.5% among 340,000; inhibition, % at 5.96 µM; Q92743; recombinant HTRA1, FP-rhodamine activity-based probe; in the data active means inhibition above about 36%;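 further: 0% = enzyme with DMSO and 100% = wells lacking enzyme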
# MBD2 inh: inhibitors of MBD2 binding to methylated DNA, primary screen, biochemical, TR-FRET, DNA-binding domain, human. inhibition, % at 4.4 µM. hit rate 0.31% among 370,000. AID 686964, 2013. MBD2 binding to methylated oligonucleotide. Methyl-CpG-binding domain protein 2 (Homo sapiens), Q9UBB5; in the data active means inhibition above about 13%
# Numbers without * were called inactive; . = no result given.
SMILES,UHRF1 MBD2 ctr,Rev-erbA mod,LEDGF integ inh,PRMT1 inh,rCAG binder,PG9 Ab binder,mABHD4 FP,TCR CD3 inh,HTRA1 inhibitor,MBD2 inh
CCOCCCNC(=O)CN1C(=O)CSc2ccc(S(=O)(=O)N3CCOCC3)cc21,-3,-3,0,-2,-2,-1.7,4,0,7,0
COc1ccc2oc(C(=O)OCC(=O)N(C)C3CCS(=O)(=O)C3)c(C)c2c1 (stereo unspecified),-3,3,-1,-2,5,0.8,6,0,-10,-1
Cc1cccc(C)c1OCCn1nc(C(=O)O)c2ccccc2c1=O,-2,7,-2,-1,-7,-2.1,-3,5,-6,1
COc1ccc(-c2cccc3[nH]c4c(c23)CCN2C(=O)[C@H]3[C@H](C)ON(C)[C@H]3C[C@@H]42)cc1,-1,0,0,-5,10,-0.6,4,3,.,-6
O=C(c1ccccc1)N1CCN(CCc2ccccn2)CC1,0,-4,3,-2,-2,-2.2,1,0,1,3
O=C(NCCN1CCCC1)c1ccccc1Cl,0,-1,-2,-3,2,0.2,2,5,1,-6
CNC(=O)c1c(NC(=O)c2ccc(S(=O)(=O)N3CCCCC3C)cc2)sc2c1CCN(C)C2 (stereo unspecified),2,0,-1,-3,-2,-2.8,-1,4,-2,2
O=C(Cn1ccc2cc(S(=O)(=O)N3CCCC3)ccc21)NCCc1ccccc1,1,5,3,-4,4,-3.3,1,2,-5,-2
COc1ccccc1CNC(=O)COC(=O)c1ccc(N2CCCC2=O)cc1,-2,-4,3,-8,-2,-0.3,8,1,4,-1
COc1ccc(Br)cc1C(=O)Nc1cccc2ncccc12,-2,7,2,-2,4,-0.3,-7,4,5,1
CSc1cccc(NC(=O)c2cnn3ccccc23)c1,3,0,3,1,1,-0.2,-8,-3,-15,6
O=C(CSc1ncn[nH]1)NCc1ccc(Cl)cc1,1,7,1,-6,5,0.5,-8,-5,5,2
c1ccc2c(c1)-c1cccc3cncc-2c13,-11,-1,1,-2,2,-0.1,5,2,-8,0
Cc1nnc(SCC(=O)Nc2ccc3c(c2)OCO3)[nH]c1=O,0,6,0,-1,2,-0.1,4,7,4,-3
COc1ccc(C(=O)OCC(=O)c2ccccc2)cc1S(=O)(=O)N1CCOCC1,-2,0,3,-3,-4,-1.4,-4,7,-2,1
C=CCc1c(C)nc(SC)nc1Nc1ccc(C(C)=O)cc1,-2,-6,2,0,-1,-1.2,2,-4,-24,1
CCOc1ccc(NC(=S)NC(=O)Cc2ccccc2)cc1,-3,0,1,-1,-2,-0.9,0,3,-14,2
CC1(C)C2CCC1(CS(=O)(=O)NCc1ccc(Cl)cc1Cl)C(=O)C2 (stereo unspecified),-1,2,4,1,-5,-3.0,0,3,-5,2
O=C(COC(=O)c1ccncc1)Nc1cc(S(=O)(=O)N2CCOCC2)ccc1Cl,1,-5,6,-1,9,-1.7,-5,3,2,0
CC(C)CNC(=O)C1(C)CCCCCN1C(=O)c1cccnc1 (stereo unspecified),3,-5,3,-5,2,0.8,0,-6,.,1

# Only UHRF1 MBD2 ctr, for some of the entries so far:
SMILES	UHRF1 MBD2 ctr
O=C(c1ccccc1)N1CCN(CCc2ccccn2)CC1	0
O=C(NCCN1CCCC1)c1ccccc1Cl	0

# New compounds follow.
SMILES,UHRF1 MBD2 ctr,Rev-erbA mod,LEDGF integ inh,PRMT1 inh,rCAG binder,PG9 Ab binder,mABHD4 FP,TCR CD3 inh,HTRA1 inhibitor,MBD2 inh
COc1cccc(CNC(=O)CCc2nnc3ccc(NCCCN4CCCC4=O)nn23)c1,4,-3,2,-6,-3,1.9,12,-3,-1,-4
COc1ccc(-n2c(SCC(=O)NC3CCCCCC3)nnc2-c2ccncc2)cc1,-1,-4,-4,5,3,.,10,.,.,7
Cc1ccc(NC(=O)Cn2nnc(-c3ccccc3-n3cnnn3)n2)c(C)c1,0,-5,-1,0,0,-0.2,6,4,2,2
COc1cccc2c1OCC(CN1CCN(Cc3ccccc3)C(CCO)C1)=C2 (stereo unspecified),2,2,-2,4,-10,0.9,0,-10,-4,4
Cc1cc(NC(=O)Nc2ccc(Cl)cc2)no1,0,-4,1,-2,3,0.3,-9,0,-20,6
CCC(C)NC(=O)C1(NC(=O)Nc2ccccc2)CCCCC1 (stereo unspecified),0,1,-3,1,2,-0.5,2,-2,0,2
O=C(c1cnn(-c2ccccc2)c1-n1cccc1)N1CCN(C2CCCCC2)CC1,-3,2,0,-1,1,-0.3,1,-5,4,2
CCCn1nc(NC(=O)c2cccs2)c2cc3cccc(C)c3nc21,1,0,-2,5,3,0.8,0,-3,.,1
Cc1ccc(NC(=O)c2cc(-c3ccco3)on2)cc1,-3,2,-1,-1,3,-1.2,-2,-4,-15,7
CC1(C)Cc2c(sc(NC(=O)/C=C/C(=O)O)c2C#N)CO1,0,4,4,2,7,-0.1,5,5,-3,-6
CCOc1ccc(C2CC(=O)NC3=C2C(=O)CCC3)cc1Cl (stereo unspecified),4,4,0,2,-5,-2.1,2,-4,9,4
CCCCCCN1C(=O)C(O)=C(C(C)=O)C1c1ccccc1[N+](=O)[O-] (stereo unspecified),-6,-9,0,0,7,0.6,12,-12,-7,-7
NC(=O)C1CCN(c2ccc(S(=O)(=O)N3CCC(Cc4ccccc4)CC3)cn2)CC1,1,1,-2,3,-1,14*,3,-13,2,3
Cc1ccc(N2CC(C(=O)Nc3ccc(S(=O)(=O)Nc4ncccn4)cc3)CC2=O)cc1C (stereo unspecified),1,4,-5,3,7,-0.3,-1,-4,-4,2
Cc1ccccc1-c1cnc(C(O)c2ccc(Cl)cc2C)[nH]1 (stereo unspecified),3,4,3,-5,3,1.0,-5,-5,.,2
O=C(NCCOc1ccc(Cl)cc1)C1CC(=O)N(c2ccc3c(c2)OCCO3)C1 (stereo unspecified),-1,6,0,0,13,1.4,-2,-2,11,-5
COCCCN(Cc1cccs1)S(=O)(=O)c1csc(C(N)=O)c1,-2,-5,-1,-2,-1,-3.2,5,1,0,5
COc1ccccc1Oc1nc2c(c(=O)n(Cc3ccccc3F)c(=O)n2C)n1C,-2,1,1,-2,-3,0.6,7,-3,-2,-2
CC(=O)c1ccc(-c2nnc(CCC(=O)N(C)Cc3cccc4cnccc34)o2)s1,-1,0,-1,-2,-4,0.6,0,5,-6,-4
O=C(COC(=O)c1ccc(F)c(S(=O)(=O)N2CCOCC2)c1)NCc1ccc(F)cc1,-2,4,2,4,0,-2.6,3,0,2,-2
Cc1ccc(CC(=O)N/N=C/c2ccc(OC(=O)c3ccc([N+](=O)[O-])cc3)cc2)cc1,0,-3,3,-1,1,-0.8,7,-2,-1,-1
CC(=O)N1CCN(C(=O)c2ccc(C(=O)c3ccccc3)cc2)CC1,0,7,-1,-2,-2,-2.7,-8,6,8,-3
CCOC(=O)CN(C(=O)CCC(=O)Nc1cc(C)on1)C(C(=O)NC1CCCC1)c1cccnc1 (stereo unspecified),1,5,2,-2,-4,-0.7,3,3,0,-6
O=C(NCc1ccccn1)c1ccccc1OCc1ccc(Cl)cc1Cl,0,1,5,-3,-2,0.5,-3,6,-14,-6
Cc1ccc(-n2nnnc2SCC#N)cc1,1,-3,-2,0,1,-1.9,-2,4,4,6
c1ccc(-c2ccc(CNc3nc(-c4ccccn4)nnc3-c3ccccc3)cc2)cc1,-2,2,-3,-5,.,.,6,.,.,2
O=C(CS(=O)c1cccc(Cl)c1)Nc1ccccc1Cl (stereo unspecified),7,-2,7,1,1,1.6,-5,-6,14,7
CCn1c(CCCNC(=O)c2ccco2)nc2ccccc21,6,1,3,-2,-3,-0.8,-5,-4,3,3
CN(C)c1ccc(C(=O)Nc2ccc(CN3CCS(=O)(=O)CC3)cc2)cc1,-3,0,1,-8,-2,-0.8,4,1,4,6
Nc1nc(SCC(=O)c2ccc([N+](=O)[O-])cc2)n[nH]1,-1,-2,2,15,6,-0.8,7,5,-3,1
O=S(=O)(/N=C(/Nc1ccc(F)cc1F)c1ccccc1)c1ccc(Br)cc1,2,-1,-1,-4,0,-2.4,5,-3,.,1
O=C(N/N=C/c1ccccn1)c1cc([N+](=O)[O-])cc([N+](=O)[O-])c1,-2,3,2,-4,3,-2.4,18,-5,3,-1
Cc1ccccc1Nc1nc(-c2sc(NC(=O)c3ccco3)nc2C)cs1,1,-6,0,16,25,-1.8,-3,-2,-5,-1
COC(=O)C[C@H]1CC[C@H]2[C@@H](COc3ccc(NC(=O)Nc4ccccc4)cc3C(=O)N2C)O1,1,6,-1,1,1,.,0,.,.,-5
Cc1ccc(CNC(=O)c2ccc3c(c2)NC(=O)C(N2CCOCC2)S3)cc1 (stereo unspecified),2,-6,-2,1,-3,0.9,1,-7,-12,3
CCn1nnnc1SCC(=O)N1c2ccccc2Sc2ccccc21,0,-7,-2,2,-2,0.5,-2,1,0,4
Cn1c(=O)oc2cc(S(=O)(=O)NCCN3CCc4ccccc4C3)ccc21,1,0,0,0,1,0.2,0,-1,3,2
NC(=O)c1ncn([C@@H]2O[C@H](C(=O)N3CCN(CC(=O)Nc4ccccn4)CC3)[C@@H](O)[C@H]2O)n1,0,-3,2,2,-1,-1.4,3,-6,.,-4
CCOc1ccc(S(=O)(=O)NCCC(=O)NCC2COc3ccccc3O2)cc1 (stereo unspecified),-1,8,3,0,2,-0.4,-1,3,11,1
COc1ccc2oc(C(=O)NNC(=O)c3ccc(F)cc3)c(C)c2c1,-1,3,0,-5,7,-4.3,2,0,-12,-4

# Printed as active in PG9 Ab binder, among the entries above:
canonical_smiles,Rev-erbA mod,LEDGF integ inh,PRMT1 inh,PG9 Ab binder,mABHD4 FP,TCR CD3 inh,HTRA1 inhibitor,MBD2 inh
NC(=O)C1CCN(c2ccc(S(=O)(=O)N3CCC(Cc4ccccc4)CC3)cn2)CC1,1,-2,3,14*,3,-13,2,3

# (cont.)
SMILES,UHRF1 MBD2 ctr,Rev-erbA mod,LEDGF integ inh,PRMT1 inh,rCAG binder,PG9 Ab binder,mABHD4 FP,TCR CD3 inh,HTRA1 inhibitor,MBD2 inh
Cc1ocnc1C(=O)Nc1ccc(Cl)cc1,0,0,1,0,4,-2.7,-2,7,-11,-1
Brc1ccc(NCc2cccc3ccccc23)nc1,-1,4,1,2,0,1.9,-6,-6,-22,-4
CC1(C)O[C@@H]2[C@H](O1)[C@@H](O)C[C@H]2n1cnc2c(Cl)ncnc21,1,4,3,0,-1,-1.2,3,-8,.,4
C/C(=N\NC(=O)c1c(Cl)cnn1C)c1ccc(NC(=O)c2ccncc2)cc1,9,-4,0,-2,1,-3.1,4,-9,-10,1
Cc1cc(C(=O)N(C)C)sc1-c1ccccc1,3,7,4,-2,-6,-1.9,-4,-2,-3,-2
CCCCCNC(=O)C(c1ccc(C#N)cc1)n1c(=O)c(-c2ccco2)nc2ccccc21 (stereo unspecified),-4,2,2,15,32,-2.7,-11,-9,.,0

# Not all compounds are listed (hit frequency here may not be typical).
